Source: PubChem BioAssay (several laboratories)
ROCK2 blocker: ROCK2 (human) kinase inhibition; O75116; inhibition, % at 6 µM; 0.35% of 60,000 active; purified ROCK2, Kinase-Glo ATP depletion luminescence; AID 604;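 active means inhibition above the screen-wide mean inhibition plus 3 SD, cut at about 18% in these data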;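 further: plate controls were DMSO wells for no effect and Y-27632 control wells after no-enzyme background subtraction for full effect; many of its hits are not listed in these tables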
PKA kinase inh: inhibitors of human protein kinase A. P17612. PKA Kemptide phosphorylation, Kinase-Glo ATP luminescence. inhibition, % at 6 µM. 0.1% of 65,000 active. AID 524;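 active means inhibition above the screen-wide mean inhibition plus 3 SD, cut at about 21% in these data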; further: many of its hits are not listed in these tables
DUSP1 inh: human dual specificity phosphatase 1 inhibition; inhibition, %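 (compounds tested at a single concentration somewhere between 10 and 100 µM)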; P28562; 0.15% of 65,000 active; recombinant MKP-1, OMFP hydrolysis fluorescence;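 active means inhibition above about 50%, limit read from the data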;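 further: 0% = DMSO max control wells and 100% = wells with enzyme stopped by NaOH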
TNAP act DEA: human TNAP activation, intermediate phosphate acceptor | 64,000 tested, under 10 active | purified TNAP, CDP-star luminescence, 100 mM DEA, 30 min; stronger effect = higher value; scale: 0 levamisole-inhibited, 1 vehicle-only enzyme | P05186 | activation factor at 20 µM;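 active means activation factor of at least 2 at 20 µM, relative to controls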
Jurkat tox 60K: cytotoxicity toward Jurkat cells; Jurkat E6.1 viability, ATP luminescence, 48 h; inhibition, % at 4 µM; 1.2% of 56,000 active; AID 463;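 active means inhibition above the mean inhibition of all tested compounds plus 3 SD, cut at about 28% in these data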
JNK3 blocker: blocks human JNK3 kinase activity; P53779; purified JNK3 kinase activity, HTS; inhibition, % at 8 µM; 0.61% of 60,000 active; in the data active means inhibition above about 17%;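 further: 0% = DMSO and 100% = reference inhibitor; many of its hits are not listed in these tables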
Target sequence (P53779 whole entry, looked up): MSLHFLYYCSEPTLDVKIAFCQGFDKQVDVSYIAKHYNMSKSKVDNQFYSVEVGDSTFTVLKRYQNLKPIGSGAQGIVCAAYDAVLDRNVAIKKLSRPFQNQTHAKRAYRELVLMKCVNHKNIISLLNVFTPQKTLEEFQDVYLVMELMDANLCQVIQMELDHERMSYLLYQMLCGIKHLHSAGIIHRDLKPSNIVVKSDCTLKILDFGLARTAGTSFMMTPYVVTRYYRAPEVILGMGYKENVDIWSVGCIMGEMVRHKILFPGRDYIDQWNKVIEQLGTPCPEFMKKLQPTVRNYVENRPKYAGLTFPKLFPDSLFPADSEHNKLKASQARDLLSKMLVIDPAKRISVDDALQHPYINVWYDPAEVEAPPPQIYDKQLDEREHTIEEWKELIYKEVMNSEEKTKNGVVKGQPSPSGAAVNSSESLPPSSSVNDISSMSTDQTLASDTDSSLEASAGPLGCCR
Cdc25B block: inhibitors of human Cdc25B phosphatase. AID 368. inhibition, %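 (compounds tested at 10 µM final in the well)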. 0.1% of 65,000 active. recombinant Cdc25B, OMFP fluorescence Ex485/Em525; in the data active means inhibition above about 50%
Target sequence (P30305 whole entry, looked up): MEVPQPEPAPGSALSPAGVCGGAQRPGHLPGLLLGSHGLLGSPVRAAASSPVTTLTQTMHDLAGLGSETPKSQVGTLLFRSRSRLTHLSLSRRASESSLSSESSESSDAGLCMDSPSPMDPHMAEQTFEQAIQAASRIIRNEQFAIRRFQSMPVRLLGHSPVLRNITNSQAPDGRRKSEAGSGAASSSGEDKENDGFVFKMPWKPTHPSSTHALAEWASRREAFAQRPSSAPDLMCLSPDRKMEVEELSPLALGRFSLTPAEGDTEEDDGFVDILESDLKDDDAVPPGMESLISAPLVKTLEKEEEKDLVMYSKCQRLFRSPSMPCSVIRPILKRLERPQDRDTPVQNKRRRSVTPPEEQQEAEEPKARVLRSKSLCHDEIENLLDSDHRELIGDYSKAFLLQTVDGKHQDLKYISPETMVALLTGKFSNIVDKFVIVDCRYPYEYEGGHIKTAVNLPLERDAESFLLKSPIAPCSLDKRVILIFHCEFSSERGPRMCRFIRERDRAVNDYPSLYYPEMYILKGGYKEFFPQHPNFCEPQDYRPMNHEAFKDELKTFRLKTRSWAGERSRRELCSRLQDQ
MMP-13 inhibitor: MMP13 (human) collagenase inhibition | P45452 | inhibition, % at 4 µM | 0.07% of 65,000 active | MMP-13 fTHP FRET cleavage, Mca fluorescence;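 active means inhibition above the mean of compound-free control plate wells plus 3 SD, cut at about 14% in these data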;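 further: 0% = DMSO wells and 100% = wells with reference MMP-13 inhibitor after basal subtraction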
HEK293 NFkB inh: lowers PMA/ionomycin-induced NF-kB signal in HEK293 cells; 0.21% of 62,000 active; HEK-293 NF-kB luciferase reporter, luminescence; inhibition, % at 3 µM;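 active means inhibition above the mean of all tested compounds plus 3 SD, cut at about 40% in these data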;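 further: 0% = stimulated DMSO wells and 100% = 10 µM reference inhibitor 5653914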
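Reagent: PMA plus ionomycin mix as NF-kB-activating stimulus. Assay system: NF-kB luciferase reporter HEK-293 cells. Technique: luminescence from luciferase substrate reagent. Incubation: 1 h compound pre-incubation, 16 h PMA/ionomycin at 37 °C. Benchmarks: DMSO only as uninhibited control, 10 µM reference inhibitor as full inhibition. Repeats: tested once.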
Starred values were filed as active, the others as inactive; nt = no result given; [ ] = remark or other dose.

SMILES	ROCK2 blocker	PKA kinase inh	DUSP1 inh	TNAP act DEA	Jurkat tox 60K	JNK3 blocker	Cdc25B block	MMP-13 inhibitor	HEK293 NFkB inh
Cc1cc(C)n(-c2nc(SCC(=O)N3CCCC3)c3c4c(sc3n2)CCCC4)n1	1	-2	25	1	5	-4	0	6	7
COc1ccc2c(c1)C(=O)CC(c1ccccc1F)O2 (configuration not stated)	0	-1	-3	0.9	0	-1	-4	-14	15
Cc1ccc2[nH]c3c(c2c1)CCc1cn[nH]c1-3	8	0	14	0.9	3	43*	5	3	6
CC(=O)OCc1cc(=O)n(C)c(=O)n1C	5	8	15	0.9	-3	1	1	4	11
COc1ccc(-c2noc(C)c2-c2ccc3ccccc3n2)c(O)c1	5	2	24	0.9	10	1	8	-1	9
CC1CCN(C(=O)CSc2nc(N)cc(N)n2)CC1	-2	-2	3	0.9	-4	-7	-3	0	3
CCCCNC(=O)Cn1c(=O)n(C)c2ccccc21	2	7	3	0.9	-6	5	-35	0	3
CNC(=O)CN(c1cc(C)ccc1OC)S(=O)(=O)c1ccc(C)cc1	0	-9	-2	0.9	6	3	0	5	12
CCSc1nnc(Cn2c(=O)sc3ccccc32)n1C	-1	-8	9	0.9	6	-4	-6	3	17
CCOC(=O)N1CCC(NC(=O)C(Cc2ccccc2)NC(=O)C2CCCCC2)CC1 (configuration not stated)	nt	7	9	1	nt	nt	-16	6	10
CCc1cccc(C)c1NC(=O)c1cccc(N(C)C)c1	1	5	2	0.9	6	-1	6	-5	9
CCCCn1cnc2c(cnn2-c2ccc(F)cc2)c1=O	2	-2	4	0.9	6	-1	-7	0	1
CCOc1ccc(-n2c(SCc3ccc(C#N)cc3)nnc2-c2cccnc2)cc1	4	-1	17	0.9	nt	8	22	-2	nt
CCc1n[nH]c2c1/C(=N/O)CCC2	2	3	5	0.9	1	-3	-5	-2	11
Cc1cc(NCCCn2ccnc2)n2nc(-c3ccc(F)cc3)cc2n1	-4	-2	-1	1	10	0	9	-16	10
CCNc1nc(-c2ccc(Cl)cc2)cs1	nt	3	6	0.9	nt	nt	-10	6	-24
CCCn1nnc(NC(=O)c2ccc(-c3ccccc3)cc2)n1	0	-3	8	0.9	4	3	-4	-10	5
CCOC(=O)c1ccc(CSc2nnc(N)s2)cc1	10	13	8	1	5	3	-2	3	2
Cc1ccc2c(CC(=O)OCc3csc(C)n3)coc2c1	nt	-1	-14	0.8	nt	nt	-10	2	10
CCC1CCCCN1CCCNC(=O)Cn1nc(-c2ccccc2)ccc1=O (configuration not stated)	-1	8	0	1	-1	-2	-11	0	0
Cc1sc2nc(CN3CCOCC3)nc(Oc3ccc(NC(=O)c4ccco4)cc3)c2c1C	2	-2	33	0.9	0	-4	2	4	14
O=C1CC(c2ccco2)Sc2nc3ccccc3n21 (configuration not stated)	-1	-1	7	0.9	0	4	4	6	10
O=C(CSc1nnc(COc2ccc(Cl)cc2)o1)OC1CCCCC1	-1	-3	-11	0.9	-5	4	-5	4	8
COC(=O)c1ccc(OC)c(CSc2nnc(COc3ccc(Cl)cc3)o2)c1	1	-1	15	0.9	3	-3	-12	4	9
COc1ccc(C(c2nnnn2CCc2ccccc2)N2CCN(C)CC2)cc1OC (configuration not stated)	-1	6	32	0.9	2	-2	-13	3	-2
O=c1c(=O)n(O)c2ccccc2n1O	-1	1	-7	0.9	-4	4	0	-7	20
Cc1cc2oc3c(c(=O)c2cc1C)C(c1cccc(Br)c1)N(Cc1ccco1)C3=O (configuration not stated)	-8	-3	16	0.9	6	-2	5	1	18
Cc1cccc(-n2c(CNC(=O)COc3ccccc3)nnc2SCC(=O)Nc2nccs2)c1	2	0	14	1	-6	7	-2	1	12
C=CCn1c(COc2ccccc2C)nnc1SCC(=O)O	3	9	-1	1	-4	-1	-4	5	21
Cc1cc(N2CCCC2)n2nc(C)c(-c3ccccc3)c2n1	8	11	-17	0.8	-7	0	9	-5	9
c1csc(-c2nn[nH]n2)c1	2	8	1	0.9	-3	-1	-25	4	20
CCc1cc2cc3c(cc2nc1SCC(=O)N1CCN(C(=O)c2ccco2)CC1)OCO3	8	6	-26	0.9	2	6	3	-1	10
COC(=O)c1nnn(-c2nonc2N)c1CSc1ccc(Cl)cc1	8	1	0	1	1	-4	7	0	5
O=C(NCc1ccco1)c1nnc(Cc2ccc(F)cc2)o1	7	8	6	0.9	-7	-3	-10	2	6
O=C(O)C1C2C=CC(C2)C1C(=O)N1CCOCC1 (configuration not stated)	-2	-3	-21	0.8	4	3	2	2	20
CCC1CCCCN1Cc1nc2c(c(=O)n(C)c(=O)n2C)n1CCCc1ccccc1 (configuration not stated)	2	-2	-2	1	-2	0	-15	7	10
COCCN1Cc2cccc(C(=O)Nc3ccccc3OC)c2C1=O	4	7	-8	1	-6	2	-7	-2	27
CCCCCCC(=O)N(O)C1CC(=O)N(Cc2ccccc2)C1=O (configuration not stated)	0	5	-20	1	-5	4	-39	-6	-4
COc1ccc(-c2nc(SCC(=O)NCc3ccco3)c(-c3ccccc3)[nH]2)cc1OC	nt	5	31	0.8	nt	nt	4	5	8
Cc1ccc(CSC2=Nc3ccccc3C3=NC(CCC(=O)NCc4ccco4)C(=O)N23)cc1 (configuration not stated)	5	8	28	1	-2	-5	-5	-11	6

2 of the compounds above, field by field.
CC1CCN(C(=O)CSc2nc(N)cc(N)n2)CC1
  ROCK2 blocker: -2; PKA kinase inh: -2; DUSP1 inh: 3; TNAP act DEA: 0.9; Jurkat tox 60K: -4; JNK3 blocker: -7; Cdc25B block: -3; MMP-13 inhibitor: 0; HEK293 NFkB inh: 3

CCCCNC(=O)Cn1c(=O)n(C)c2ccccc21
  ROCK2 blocker: 2; PKA kinase inh: 7; DUSP1 inh: 3; TNAP act DEA: 0.9; Jurkat tox 60K: -6; JNK3 blocker: 5; Cdc25B block: -35; MMP-13 inhibitor: 0; HEK293 NFkB inh: 3

(listing goes on)
SMILES	ROCK2 blocker	PKA kinase inh	DUSP1 inh	TNAP act DEA	Jurkat tox 60K	JNK3 blocker	Cdc25B block	MMP-13 inhibitor	HEK293 NFkB inh
COc1ccc2c(c1)[nH]c1c(N3CCN(Cc4ccc5c(c4)OCO5)CC3)ncnc12	nt	4	11	1.1	nt	nt	-8	-13	19
CCOC(=O)CSc1nc(N)nc(C)c1Br	-5	-5	4	0.9	8	2	-11	5	13
O=C(O)C1C2C=CC(C2)C1C(=O)N1CCN(C/C=C/c2ccccc2)CC1 (configuration not stated)	6	8	-2	0.9	-16	-1	-18	-2	8
CCc1nc(SCC(=O)NCCc2ccc(OC)c(OC)c2)c2c(=O)n(C)c(=O)n(C)c2n1	6	6	5	1	-1	-5	-3	2	6
N#CCSc1nnc(Cc2cccs2)n1C1CCCCC1	3	5	28	0.9	2	4	-8	2	14
CC(C)Cn1c2c(c(O)c(C(=O)Nc3nccs3)c1=O)CCCC2	3	4	-12	0.9	2	1	-7	-3	1
O=C(O)CCN1C(=O)C2C3C=CC(C3)C2C1=O (configuration not stated)	1	-1	3	1.1	7	-15	-3	2	6
CCOC(=O)N1CCC(NC(=O)Cn2cccc2C(=O)c2ccccc2)CC1	0	-2	17	0.8	-2	-1	-5	1	16
CC1(C)Cc2ccccc2-c2nnc(SCC(=O)N3CCc4ccccc43)n21	1	6	0	0.9	4	-11	-1	5	10
COc1ccc(-n2c(N3CCN(C)CC3)nc3sc4c(c3c2=O)CCCCC4)cc1	-2	-16	31	1	6	-4	-3	5	11

Some entries already given, limited to HEK293 NFkB inh, JNK3 blocker and TNAP act DEA.
Molecule,HEK293 NFkB inh,JNK3 blocker,TNAP act DEA
CC1(C)Cc2ccccc2-c2nnc(SCC(=O)N3CCc4ccccc43)n21,10,-11,0.9
COc1ccc(-n2c(N3CCN(C)CC3)nc3sc4c(c3c2=O)CCCCC4)cc1,11,-4,1

Continued.
SMILES	ROCK2 blocker	PKA kinase inh	DUSP1 inh	TNAP act DEA	Jurkat tox 60K	JNK3 blocker	Cdc25B block	MMP-13 inhibitor	HEK293 NFkB inh
O=C(COc1ccccc1)Nc1ccccc1C(=O)NCc1ccco1	1	4	7	0.9	10	-1	3	-8	11
O=C(c1cc2nc(C3CC3)cc(C(F)(F)F)n2n1)N1CCCC1	-2	4	19	0.9	5	-3	-6	2	-7
COc1ccccc1N1CCN(C(=O)c2ccc(NC(C)=O)cc2)CC1	4	0	28	0.9	0	5	12	3	10
COc1cccc(CNc2ccc(F)c(Cl)c2)c1O	3	3	17	0.9	5	4	-2	0	17
CC(=O)c1cc2c(cc1NC(=O)CN1CCN(C(=O)c3ccco3)CC1)OCO2	5	4	-4	0.8	0	1	-15	5	17
COc1ccc2nc3c(cc2c1)c(NC(=O)C1CCCO1)nn3CC(C)C (configuration not stated)	4	7	-9	1.2	-11	-8	-5	-81[fluorescence artefact?]	7
COc1cc2c(cc1OC)CN(Cc1ccc(OC)c(C)c1OC)CC2	4	1	9	1	16	7	-7	-4	13
Cc1ccc(C(=O)Cn2nnc(-c3ccccc3-n3cnnn3)n2)cc1	4	10	12	0.9	-4	2	-3	-2	5
O=C(O)CC(C(=O)NC1CCCCC1)C1CCCO1 (configuration not stated)	-2	-4	4	1	12	-4	-1	-1	-1
O=S(=O)(NC1CC1)c1ccc(S(=O)(=O)N2CCN3CCCC3C2)cc1 (configuration not stated)	4	7	-13	1	0	6	-5	2	13
CCCc1cc(=O)n2[nH]c(-c3cc(OC)c(OC)c(OC)c3)nc2n1	2	7	-2	0.7	-2	3	-14	-6	8
COC(=O)c1c(NC(=O)COC(=O)Cn2cnc3ccccc32)sc(C)c1C	1	-2	31	0.9	-4	6	2	1	14
CCCCn1c(C(C)NC(=O)COC)nc2ccccc21 (configuration not stated)	nt	5	13	1	nt	nt	-14	4	3
COc1cc2[nH]c(=O)n(CCCC(=O)NCCc3ccccc3)c(=O)c2cc1OC	nt	10	2	1	nt	nt	-4	-9	14
CN1C(=O)C(O)(CC(=O)c2cccnc2)c2ccccc21 (configuration not stated)	0	0	3	1	-4	-2	-3	4	16
Cc1ccc(C(C)n2cc(C(=O)NCCN3CCN(C)CC3)nn2)cc1 (configuration not stated)	nt	-3	10	0.9	nt	nt	3	2	8
Cc1cc2oc3c(c(=O)c2cc1C)C(c1ccc(C(C)C)cc1)N(CCCN1CCOCC1)C3=O (configuration not stated)	0	-6	32	0.9	6	2	-10	2	4
CCOc1ccc(C2C(=O)N(C3CCCCC3)CC(=O)N2CC2CCCO2)cc1OC (configuration not stated)	nt	-1	11	0.9	nt	nt	-2	7	22
COc1ccc2c(CC(=O)OCC(=O)c3ccc(F)cc3)coc2c1	-2	0	12	0.9	-3	8	2	-1	2
CCOC(=O)c1cnc(SCC(=O)c2ccc3c(c2)OCCO3)nc1N	-5	-5	-3	0.9	13	1	11	9	6
COC(=O)c1c(-c2ccc(C)cc2)csc1N	3	4	2	0.9	-6	1	5	-8	5
Cc1ccc(S(=O)(=O)N2CCN(CCO)CC2)cc1-c1nnc2c3ccccc3c(C)nn12	3	8	8	0.8	-7	4	5	0	7
Cc1onc(-c2ccccc2Cl)c1C(=O)Nc1cnn(Cc2ccccc2)c1	-4	5	-2	0.9	2	1	-11	6	7
O=C(NC1CC2CCCC(C1)N2C(=O)NCc1ccccc1)C1CC1 (configuration not stated)	-4	-4	9	0.9	2	3	-12	4	19
Cc1[nH]c2ccc(-c3n[nH]c(=S)n3C)cc2c1C	-3	-10	8	0.9	2	-6	-4	-1	3
NS(=O)(=O)c1ccc(NC(=O)CSc2ccccn2)cc1	-2	-1	7	0.9	0	2	-3	-2	8
NC(=O)CN1CCOCCN(CC(N)=O)CCOCC1	5	11	2	1	1	-1	-2	-7	6
CCC(CC)C(=O)Nc1cc(=O)n(C)c(=O)n1C	3	-2	8	1	-5	11	1	-4	6
Cc1nc(NS(=O)(=O)c2cccs2)c2c3c(sc2n1)CCC3	-1	17	21	0.9	-9	-1	9	-1	19
